CCR6 antag: CCR6 receptor antagonists, primary screen, cell-based, CHO-K1, luminescence, beta-arrestin, uHTS. CHO-K1 CCR6 PathHunter beta-arrestin, CCL20-stimulated. inhibition, % at 20 µM. 0.49% of 340,000 active;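 active means compounds whose inhibition of the agonist-driven luminescence signal at 20 µM reaches about 50%, limit read from the data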;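 further: cells stimulated with CCL20 at 14 nM final; plate controls were DMSO with CCL20 for no effect and DMSO without agonist for full effect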
697 NFkB inh: inhibitors of PMA/ionomycin-induced NF-kB reporter, 697 cells, primary screen, B-cell NF-kB inhibitor project, cell-based, luminescence, uHTS. inhibition, % at 4 µM. 697 B-cell NF-kB luciferase reporter, 16 h. AID 435022, 2010. 0.33% of 330,000 active; in the data active means inhibition above about 35%
Jurkat NFkB inh: inhibitors of induced NF-kB luciferase reporter, primary screen, TCR NF-kB activation inhibitor project, cell-based, luminescence, uHTS. Jurkat, PMA/ionomycin-induced NF-kB luciferase reporter. 0.53% of 330,000 active. inhibition, % at 4 µM; in the data active means inhibition above about 50%
Gli-Sufu block: Gli-Sufu pathway antagonists, primary screen, luciferase luminescence, Sufu-KO-LIGHT cells, uHTS; 0.74% of 340,000 active; Sufu-KO-LIGHT fibroblasts, Gli luciferase reporter luminescence; inhibition, % at 5 µM;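 active means inhibition above about 55%, limit read from the data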;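 further: 0% = DMSO-treated cells and 100% = wells with medium but no cells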
APJ antag: antagonists of human apelin receptor APJ, primary screen, CHO-K1 cells, beta-arrestin complementation, luminescence | 0.32% of 330,000 active | P35414 | inhibition, % at 20 µM;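 active means inhibition above about 40% at 20 µM, limit read from the data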;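 further: cells challenged with 10 nM apelin-13 agonist together with compound; plate controls were apelin-13 plus DMSO wells for no effect and DMSO wells lacking apelin-13 for full effect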
EBI2 antag: EBI2 receptor antagonists, beta-arrestin recruitment, primary screen, cell-based, luminescence, 7a,25-OHC stimulation, uHTS. 7a,25-OHC stimulated. inhibition, % at 5 µM. 0.81% of 360,000 active. AID 651636, 2012; in the data active means inhibition above about 38%;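 further: enzyme fragment complementation signal reports receptor beta-arrestin coupling in cells; 0% = agonist plus DMSO wells and 100% = wells without agonist; some results beyond the cut were filed as inactive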
Target sequence (P32249 whole entry, looked up, the tested form may be a part): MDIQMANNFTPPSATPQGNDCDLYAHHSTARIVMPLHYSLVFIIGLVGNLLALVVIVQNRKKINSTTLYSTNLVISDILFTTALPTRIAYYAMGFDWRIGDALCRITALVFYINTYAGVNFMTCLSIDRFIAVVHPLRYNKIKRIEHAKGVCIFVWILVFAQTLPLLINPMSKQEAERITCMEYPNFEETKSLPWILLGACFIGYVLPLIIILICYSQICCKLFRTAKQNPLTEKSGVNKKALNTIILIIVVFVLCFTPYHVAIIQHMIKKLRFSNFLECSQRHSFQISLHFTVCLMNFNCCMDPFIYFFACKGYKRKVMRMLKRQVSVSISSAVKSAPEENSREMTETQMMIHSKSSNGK
CXCR6 block: CXCR6 receptor inhibitors, primary screen, cell-based, beta-arrestin, luminescence, CHO-K1 PathHunter, 1536-well; AID 602244, 2012; inhibition, % at 20 µM; C-X-C chemokine receptor type 6 (Homo sapiens), O00574; 0.36% of 360,000 active; in the data active means inhibition above about 34%, passing the limit was not always enough;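 further: antagonist mode with CXCL16 agonist at 10 nM final; 0% = 10 nM CXCL16 with DMSO and 100% = unstimulated wells without agonist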
Target sequence (O00574 whole entry, looked up): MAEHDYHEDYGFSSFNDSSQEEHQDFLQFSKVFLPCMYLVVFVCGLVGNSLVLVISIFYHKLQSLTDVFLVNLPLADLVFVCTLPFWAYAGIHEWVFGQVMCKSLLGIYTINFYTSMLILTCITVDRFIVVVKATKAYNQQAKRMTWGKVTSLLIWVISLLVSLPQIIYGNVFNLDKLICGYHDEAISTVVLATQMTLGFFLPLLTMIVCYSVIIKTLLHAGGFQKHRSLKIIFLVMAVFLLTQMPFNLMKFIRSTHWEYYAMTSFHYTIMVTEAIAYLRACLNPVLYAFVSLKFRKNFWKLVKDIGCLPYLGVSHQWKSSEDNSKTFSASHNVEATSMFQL
UBC13 inh: UBC13 polyubiquitin chain formation inhibitors, primary screen, biochemical, TR-FRET, uHTS; inhibition, % at 20 µM; Ubiquitin-conjugating enzyme E2 N (Homo sapiens), P61088; AID 485273, 2010; 0.47% of 330,000 active; in the data active means inhibition above about 45%, passing the limit was not always enough
Target sequence (P61088 whole entry, looked up): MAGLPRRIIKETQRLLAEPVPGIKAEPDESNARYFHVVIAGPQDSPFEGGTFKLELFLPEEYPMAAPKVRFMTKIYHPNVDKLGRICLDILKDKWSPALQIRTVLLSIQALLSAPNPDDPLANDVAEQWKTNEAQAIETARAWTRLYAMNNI
* = called active by the depositor; nt = no result given.

Fields: CCR6 antag	697 NFkB inh	Jurkat NFkB inh	Gli-Sufu block	APJ antag	EBI2 antag	CXCR6 block	UBC13 inh
- O=C(/C=C/c1ccccc1[N+](=O)[O-])OC1CCCCC1=O (stereo unspecified)
→ 13	-9	11	1	-9	-3	7	4
- S=C(NCCc1ccccc1)NC1CCC(NC(=S)NCCc2ccccc2)CC1 (stereo unspecified)
→ 1	16	-6	8	-3	1	4	-1
- CCCCCOC(=O)Cc1c(O)c2ccccc2[nH]c1=O
→ -14	9	4	2	-4	7	1	4
- O=C(O)CCC(=O)Nc1cccc(-c2nnc(-c3ccccc3)o2)c1
→ 9	-17	-6	-1	-28	4	-2	-8
- C=CC[C@@H](CC(=O)N(CCO)Cc1ccccc1)C(=O)NC[C@@H](OC(=O)[C@@H](CC=C)Cc1ccc(F)cc1)c1ccccc1
→ 14	4	8	9	-3	20	23	13
- O=C(Nc1ccc(Cl)cc1)c1cc(S(=O)(=O)N2CCOCC2)cs1
→ 19	-3	9	14	5	26	-10	4
- CC1=Nc2cc(C(=O)NCC3CCCO3)ccc2Sc2ccc(C)cc21 (stereo unspecified)
→ -3	-37	49	6	-3	-10	-2	-17
- COc1ccc(C2NC(=O)NC(C)=C2C(=O)OCC2CCCCC2)cc1OC (stereo unspecified)
→ -5	-14	4	2	4	-6	-4	5
- Cc1ccc2c(c1)NC(=O)C(CC(=O)Nc1ccc(Br)c(C)c1)O2 (stereo unspecified)
→ 7	8	-12	0	13	-7	1	0
- CN(C)Cc1cc(C(C)(C)c2ccccc2)ccc1O
→ 15	nt	nt	12	nt	-2	12	nt
- O=C(CSc1nnc(CNc2ccc(F)cc2)n1Cc1ccccc1)N1CCOCC1
→ -3	-3	1	3	2	-3	6	8
- CC[C@@]1(C(=O)OC)N[C@H](CN(C)S(=O)(=O)c2ccc(OC)cc2)[C@@H]2C(=O)N(C)C(=O)[C@@H]21
→ 2	-4	-6	-5	-5	-5	8	-2
- CCc1ccc(/C(C)=N/NC(=O)CNC(=O)/C=C/c2ccccc2OC)cc1
→ 2	3	-2	27	-11	6	0	5
- O=C(CCn1nc(-c2ccc(Cl)cc2)c2ccccc2c1=O)Nc1cccnc1
→ 11	-6	26	20	-8	1	3	8
- CC(=O)c1ccc(Cc2ccccc2)cc1
→ 2	17	3	-1	14	-9	-1	-15

New compounds follow.
Fields: CCR6 antag	697 NFkB inh	Jurkat NFkB inh	Gli-Sufu block	APJ antag	EBI2 antag	CXCR6 block	UBC13 inh
- Cc1ccc(S(=O)(=O)N2CCCC2CNC(=O)C(=O)NCCN2CCOCC2)cc1 (stereo unspecified)
→ 0	3	-6	-6	10	-6	-5	0
- O=c1c2ccccc2cnn1Cc1n[nH]c(=S)n1C1CC2CCC1C2 (stereo unspecified)
→ -4	-29	1	8	17	-2	0	-2
- Cc1cc(NC(=O)Nc2ccccc2Cl)no1
→ -5	-7	-8	-20	-1	2	-5	8
- Cc1ccc(OCC(=O)Oc2cccc(C)c2C)cc1
→ 9	8	-10	1	16	-12	-14	1
- O=C(CCNS(=O)(=O)c1ccccc1C(F)(F)F)Nc1ccncc1
→ -1	17	0	-5	-7	-7	2	10
- C/C(=N\N=C1\NC(=O)C(CC(=O)O)S1)c1ccccn1 (stereo unspecified)
→ -7	3	10	-2	-13	-18	-22	-31
- CCOC(=O)c1nn(-c2ccc(C)cc2)c(=O)cc1OCC(=O)Nc1cccc(OC)c1
→ 11	-6	3	-2	25	-4	-5	15
- O=C(COC(=O)c1ccccc1)NC1CCCCCC1
→ 15	-1	-9	-7	-7	-2	1	-2
- COc1ccc(C(=O)ON=C2CCN(C)CC2)cc1
→ 2	-8	-6	0	-16	-7	-9	-7
- Cc1sc2ncnc(NS(=O)(=O)c3ccc(Cl)cc3)c2c1C
→ -4	-15	-8	4	4	-7	-4	-20
- COc1cccc(NC=C2C(=O)OC(C)(C)OC2=O)c1
→ 4	18	-3	-4	-7	-11	-3	2
- O=S(=O)(NCc1cc(-c2ccccc2)no1)c1ccccc1
→ 2	8	-4	29	9	6	-11	0
- COc1cccc2c1C(=N)c1c(O)c3c(c(O)c1C2=O)CC(O)(C(C)=O)CC3OC1CC(N)C(O)C(C)O1 (stereo unspecified)
→ 9	nt	nt	75*	nt	-17	20	nt
- O=C(Nc1ccccc1)OCCN1CCOCC1
→ -3	nt	nt	1	nt	-11	-4	nt
- Cc1cc(NC(=O)CCNS(=O)(=O)c2cc(Br)cnc2N)ccc1Br
→ 21	12	-18	4	14	14	-13	19

An excerpt from above, limited to 697 NFkB inh:
SMILES	697 NFkB inh
Cc1sc2ncnc(NS(=O)(=O)c3ccc(Cl)cc3)c2c1C	-15
COc1cccc(NC=C2C(=O)OC(C)(C)OC2=O)c1	18

A second format for some results above:
canonical_smiles,CCR6 antag,697 NFkB inh,Jurkat NFkB inh,Gli-Sufu block,APJ antag,EBI2 antag,CXCR6 block,UBC13 inh
Cc1cc(NC(=O)Nc2ccccc2Cl)no1,-5,-7,-8,-20,-1,2,-5,8
Cc1ccc(OCC(=O)Oc2cccc(C)c2C)cc1,9,8,-10,1,16,-12,-14,1
O=C(CCNS(=O)(=O)c1ccccc1C(F)(F)F)Nc1ccncc1,-1,17,0,-5,-7,-7,2,10
C/C(=N\N=C1\NC(=O)C(CC(=O)O)S1)c1ccccn1 (stereo unspecified),-7,3,10,-2,-13,-18,-22,-31

Carrying on.
Fields: CCR6 antag	697 NFkB inh	Jurkat NFkB inh	Gli-Sufu block	APJ antag	EBI2 antag	CXCR6 block	UBC13 inh
- O=C(Cc1ccc(N2CCNC2=O)cc1)N1CCCC(Nc2ccc(F)c(F)c2)C1 (stereo unspecified)
→ 1	-53	63*	-3	-13	-31	4	-6
- COc1ccc(/C=C/C(=O)NCC2COc3ccccc3O2)c(OC)c1 (stereo unspecified)
→ 19	18	-15	-26	-2	23	-3	9
- Clc1ccc(-c2cc(COc3ccccc3)no2)cc1Cl
→ 19	15	-7	-24	2	-9	1	-4
- Cc1c(C)n(Cc2ccccc2)c2ncnc(NCCCO)c12
→ 3	21	-12	17	-11	2	5	7
- CCCCNC(=O)NNC(=O)COc1cccc(C)c1C
→ 0	7	4	2	10	-1	-3	0
- CCN(CC)c1ccc(/C=N/NC(=O)c2cccc(N3CCCC3=O)c2)cc1
→ 11	4	-17	-7	0	-18	-5	-7
- CN(C(=O)COC(=O)CNC(=O)c1ccccc1F)C1CCCCC1
→ 5	-14	15	-3	7	-6	-5	2
- CCOC(=O)[C@@H]1[C@H]2COc3cc(OC)ccc3[C@H]2N2C(=O)N(c3ccc(Br)cc3)C(=O)[C@]12C
→ 5	-6	-1	4	5	10	5	10
- CCCCCCCCCCCC(=O)NC1CCS(=O)(=O)C1 (stereo unspecified)
→ 0	11	-1	1	-4	4	-9	5
- Clc1ccc(COn2c(-c3ccccc3)nc3ccccc32)cc1
→ 34	19	1	-3	-1	16	6	11
- COc1ccc(CCNc2oc(Cc3ccccc3)nc2C#N)cc1OC
→ 6	-13	21	9	11	8	-5	13
- O=C(COC(=O)c1ccc(O)cc1)Nc1ccc(S(=O)(=O)N2CCCC2)cc1
→ 5	-5	-3	-7	-17	1	-5	-5
- CCCCC(c1nnnn1Cc1ccco1)N1CCN(c2nc3ccccc3s2)CC1 (stereo unspecified)
→ 8	11	-4	5	19	12	1	1
- O=C(COC(=O)Cn1nc(-c2ccccc2)oc1=O)Nc1ccc(F)cc1
→ 5	17	5	-5	1	-1	-3	10
- O=C(O)c1nc2nc(Cl)c(Cl)nc2[nH]1
→ 0	9	5	-1	16	-5	2	12

(more compounds)
Fields: CCR6 antag	697 NFkB inh	Jurkat NFkB inh	Gli-Sufu block	APJ antag	EBI2 antag	CXCR6 block	UBC13 inh
- COC(=O)c1ccc(NC(=O)COc2ccccc2OC)cc1
→ 5	12	-14	-5	16	0	2	9
- Cc1ccc(C(=O)Nc2cccc(-c3cn4ccccc4n3)c2)cc1
→ 12	-80	-20	-30	-43	3	3	-15
- CCOc1ccc(S(=O)(=O)N2CCCC(C(=O)NCc3ccccn3)C2)cc1 (stereo unspecified)
→ 4	-9	-6	43	10	0	-5	1
- COc1ccc(CNC(=O)CN(C(=O)CCC(=O)Nc2nccs2)c2ccc3c(c2)OCO3)cc1
→ 6	5	7	-11	3	-1	1	-1
- Cc1cc(C)cc(OCC(=O)Nc2cc(C)on2)c1
→ 8	8	-4	-22	-18	-5	-7	-12
- CCCCOC(=O)c1ccc(NC(=O)CN2C(=O)NC3(CCCCCC3)C2=O)cc1
→ 3	0	-5	4	2	7	-6	2
- COc1cc(OC)cc(-c2nnc(SCC(=O)N(C(C)C)C(C)C)o2)c1
→ 8	-15	-19	20	2	21	-7	-3
- O=C(NCc1ccccc1)c1ccc(C2SCC(=O)N2Cc2ccccc2)cc1 (stereo unspecified)
→ 11	8	4	-4	8	41*	9	5
- Cc1occc1C(=O)Nc1ccc2c(c1)OCO2
→ 2	-72	-42	-53	10	-14	0	-1
- COc1ccc(CCC(C)N(C)Cc2ccccc2)cc1 (stereo unspecified)
→ 4	-8	10	16	7	-2	0	5
- CN(C)c1cc[n+](CC(=O)c2ccc(OC(F)F)cc2)cc1
→ 6	-6	12	10	-10	13	-2	11
- COCCN1CCN(c2c(C)c(C)nc3cc(-c4cccc(OC)c4)nn23)CC1
→ -3	-29	-39	2	-2	8	-8	3
- Cc1nn(-c2ccccc2)c2nc(-c3ccncc3)cc(C(=O)NCc3ccco3)c12
→ 29	8	9	1	2	15	9	9
- COc1cccc(NC(=O)C2C3C=CC4(O3)C2C(=O)N(C2CC2)C4C(=O)NC2CCCCC2C)c1 (stereo unspecified)
→ -16	9	-10	-5	9	-2	2	6
- COc1ccccc1N1CCN(CC(=O)Nc2cc(F)ccc2C)CC1
→ -5	-12	-5	-8	6	-2	2	-2

(cont.)
Fields: CCR6 antag	697 NFkB inh	Jurkat NFkB inh	Gli-Sufu block	APJ antag	EBI2 antag	CXCR6 block	UBC13 inh
- O=C(COC(=O)CNC(=O)c1ccc(Cl)cc1Cl)Nc1ccc(N2CCOCC2)cc1
→ -6	-4	3	-8	-1	2	-5	0
- Nc1c(-c2ccccc2)c(CSc2nc3ccccc3[nH]2)nn1-c1ccc(C(=O)O)cc1
→ 5	-1	7	19	9	-4	-3	6
- Cc1onc(-c2ccccc2Cl)c1C(=O)OCC(=O)N1CCC(C)CC1
→ 11	1	6	-9	7	-3	3	3
- CCCn1c(N)c(C(=O)CSc2nnc(C3CC3)n2Cc2ccccc2)c(=O)[nH]c1=O
→ -1	-16	-13	-5	-18	2	-4	-7
- COc1ccc(-n2c(Cc3cccn3C)nnc2SCC(=O)Nc2ccc(C)c(Cl)c2)cc1
→ 20	-18	-20	-15	1	47*	-11	11

Some of these compounds in order of molar mass, smallest number first:
Fields: CCR6 antag	697 NFkB inh	Jurkat NFkB inh	Gli-Sufu block	APJ antag	EBI2 antag	CXCR6 block	UBC13 inh
- Cc1nn(-c2ccccc2)c2nc(-c3ccncc3)cc(C(=O)NCc3ccco3)c12
→ 29	8	9	1	2	15	9	9
- CCCn1c(N)c(C(=O)CSc2nnc(C3CC3)n2Cc2ccccc2)c(=O)[nH]c1=O
→ -1	-16	-13	-5	-18	2	-4	-7
- O=C(COC(=O)CNC(=O)c1ccc(Cl)cc1Cl)Nc1ccc(N2CCOCC2)cc1
→ -6	-4	3	-8	-1	2	-5	0
- COc1cccc(NC(=O)C2C3C=CC4(O3)C2C(=O)N(C2CC2)C4C(=O)NC2CCCCC2C)c1 (stereo unspecified)
→ -16	9	-10	-5	9	-2	2	6
- COc1ccc(-n2c(Cc3cccn3C)nnc2SCC(=O)Nc2ccc(C)c(Cl)c2)cc1
→ 20	-18	-20	-15	1	47*	-11	11
